# From PubChem BioAssay
# HCV inh – HCV inhibition | Huh7.5.1 HCVcc-Cre infection, luciferase reporter, 44 h | Potency, µM (highest dose often 41.8 µM), for inactives: at the top dose activity change, negative = inhibition, hits mostly inhibitors | actives 3.4% (n = 340,000) | AID 651820; note: potency is the fitted concentration of half-maximal effect; % is set by controls: 0 for no effect and ±100 for the full control effect
#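 Seed cells (1,000/well) for 4 h; treat with compound and infect with HCVcc-Cre, moi about 0.5. Incubate 44 h, then detect luciferase activity.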
# CHX counter – counter-screen hit for Shiga toxin inhibitors, cycloheximide; cell reporter, cycloheximide protein synthesis inhibition counterscreen; max response, %; actives 12% (n = 300,000); in the data active = max response mostly above about 13%, no sharp cut-off; inactive = mostly below about 14%; note: read at 38.3 µM for the half of the compounds with a filed dose; 0% is about no effect
# Pf growth 96h – inhibits malaria parasite growth, 96 h | Potency, µM (top dose mostly 28.7 µM), inactives show at the top dose activity change, negative = inhibition, most hits filed as inhibitors | actives 6.9% (n = 320,000) | P. falciparum luciferase reporter growth, 96 h; note: potency is the fitted concentration of half-maximal effect; % is set by controls: 0 for no effect and ±100 for the full control effect
#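 Cell-based qHTS: luciferase-tagged P. falciparum in erythrocytes (2% hematocrit, 0.05% parasitemia final) incubated with compounds for 96 hours, 37 C, 5% CO2; luciferase detection reagent then added and luminescence measured.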
# Tb PYK inh – T. brucei pyruvate kinase inhibition. Q57TT1. TbPYK enzyme, Kinase-Glo Plus ATP luminescence, 45 min. Potency, µM (titrated, usually from 76.8 µM), for the others: at the top dose activity, negative = inhibition, actives largely listed as inhibitors. actives 0.12% (n = 410,000). AID 624173; note: potency is the fitted concentration of half-maximal effect; % is set by controls: 0 for no effect and ±100 for the full control effect; nearly all actives have a fitted effect of over 50% in size
#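 Luminescence from Kinase-Glo Plus, added after a 45-minute room-temperature reaction, served as the end-point read-out. The enzyme and substrate were preincubated with compound before ADP (130 uM final) initiated turnover. Concentration-effect curves came from normalized qHTS data.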
# LmPK inh – blocks Leishmania mexicana pyruvate kinase activity | Q27686 | purified LmPK, Kinase-Glo ATP luminescence, 1 h | Potency, µM (doses to about 57.5 µM), without a hit: at the top dose activity change, negative = inhibition, actives largely listed as inhibitors | actives 0.37% (n = 290,000); note: potency is the fitted concentration of half-maximal effect; % is set by controls: 0 for no effect and ±100 for the full control effect
# Target sequence (Q27686 whole entry, looked up): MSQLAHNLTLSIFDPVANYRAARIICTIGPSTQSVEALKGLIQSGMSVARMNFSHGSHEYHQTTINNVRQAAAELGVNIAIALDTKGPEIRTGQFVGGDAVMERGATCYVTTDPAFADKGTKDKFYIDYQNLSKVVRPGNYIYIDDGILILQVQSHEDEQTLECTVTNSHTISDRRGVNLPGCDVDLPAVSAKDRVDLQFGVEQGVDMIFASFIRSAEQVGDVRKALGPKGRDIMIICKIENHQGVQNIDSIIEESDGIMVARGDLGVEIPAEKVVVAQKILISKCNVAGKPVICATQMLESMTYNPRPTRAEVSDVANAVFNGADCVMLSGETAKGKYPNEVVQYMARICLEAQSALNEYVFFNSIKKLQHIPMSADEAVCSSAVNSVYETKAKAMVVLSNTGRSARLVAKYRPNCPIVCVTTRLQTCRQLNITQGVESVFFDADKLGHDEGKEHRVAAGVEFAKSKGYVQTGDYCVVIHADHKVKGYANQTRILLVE
#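 In 50 mM imidazole pH 7.2 with 7 mM MgCl2, LmPK (0.1 nM) turned over PEP (0.5 mM) and ADP (0.1 mM) for 1 h at room temperature. Luciferase read-out of ATP.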
# Shiga toxin inh – Shiga toxin inhibition; Vero cells, Shiga toxin protein synthesis inhibition reporter; inhibition, % at 38.7 µM; actives 9.2% (n = 290,000); in the data active = inhibition mostly above about 28%, no sharp cut-off; inactive = mostly below about 43%; note: 0% is about no effect
# Pf growth 48h – inhibits P. falciparum growth in the first generation, 48 h | actives 5.9% (n = 310,000) | P. falciparum luciferase growth in erythrocytes, 48 h | Potency, µM (doses to about 28.7 µM), for inactives: at the top dose activity change, negative = inhibition, actives largely listed as inhibitors | AID 504832; note: potency is the fitted concentration of half-maximal effect; % is set by controls: 0 for no effect and ±100 for the full control effect
#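 Compounds are pin-transferred into medium, infected erythrocytes (2% hematocrit, 0.1% parasitemia final) are added, and plates sit one parasite generation at 37 C in 5% CO2. Detection reagent is then added and luminescence measured.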
# Numbers without * were called inactive; i = inactive; ? = inconclusive; . = not tested or not shown; & = joins results of further samples; [ ] = dose if it differs, or a comment. Unless noted, calls come from the whole dose curve; as a rule, active = well fitted curve in the direction sought with a large enough effect; inconclusive = small, poorly fitted or top-dose-only effect, or another doubt; inactive = no such curve, though single readings can be large; an effect the other way counts as inactive or inconclusive.
SMILES,HCV inh,CHX counter,Pf growth 96h,Tb PYK inh,LmPK inh,Shiga toxin inh,Pf growth 48h
Cc1ccsc1C(=O)OCC(=O)NCc1ccco1,5%,2,62%[activator],-1%,3%,26,42%
COc1cc2c(cc1OC)-c1cc(NC3CCCC3)nc(=O)n1CC2,9%,-1,6%[5.75 µM],-6%,4%,-16,?
COCc1n[nH]c(=S)n1-c1cccc2ccccc12,10%,-2,10%,?,?,20,4%
Cc1nc(-c2cccnc2)sc1C(=O)N/N=C/c1ccccc1Cl,5%,-2,17%,-4%,3%,-23,9%
CC(=O)NCC(=O)N(Cc1ccco1)C1(C(=O)NC2CCCCC2)CCCCC1,-19%&10%,-1,?,-3%,4%,-11,-19%
CCCC[C@@H]1CNCCN1CCc1cccc(F)c1,-17%,.,52%[activator],3%,.,.,?
COc1ccc(CCNS(=O)(=O)c2cn(C)c(=O)n(C)c2=O)cc1OC,7%,-3,18%,-2%,-1%,2,.
CCCCC(=O)Nc1nnc(C)s1,16%,-7,3%,0%,-4%,-2,11%
COc1ccc(NC(=O)CC2SC(N)=NC2=O)c([N+](=O)[O-])c1 (stereo unspecified),5%,0,51%[activator],0%,-1%,19,3%
C/C=C/c1ccc(OCCCNCC(C)O)c(OC)c1 (stereo unspecified),-17%,-3,22%,-6%,2%,13,-16%
C=CCn1c(=S)[nH]c2sc3c(c2c1=O)CCCC3,16%,-1,15%,-21%,5%,.,16%
O=C(CSc1nc2c(c(=O)n1-c1ccc(Br)cc1)SCC2)NCc1ccco1,-18%,2,44%[activator],-6%,6%,3,.
COc1ccc(S(=O)(=O)Nc2ccc(S(=O)(=O)Nc3nc(C)cc(C)n3)cc2)cc1OC,-27%&29%,-2,?,7%,-8%,-5,3%
Cc1ccccc1Cn1nnc(C(=O)Nc2cccc(C)c2C)c1N,-27%,30*,-14%,-2%,0%,30,?
CN(C)C(CNC(=O)c1ccc(C2SCCS2)cc1)c1ccccc1 (stereo unspecified),-21%,35*,13%,-2%,0%,55*,?
COc1ccc(C(O)P(=O)(OCCC(C)C)c2ccc(N(C)C)cc2)cc1 (stereo unspecified),3%,-4,-5%,-4%,0%,-4,?
Cc1cc(C(=O)N/N=C/c2cc(N=Nc3ccccc3)ccc2O)n[nH]1,22µM*,17*,?,13%,-1%,18,?
CCOc1ccccc1NC(=O)Cn1c(=O)oc2ccccc21,-8%,6,26%,2%&-4%,3%,34,0%
O=C(Nn1c(C2CCCCC2)nc2ccccc2c1=O)c1cc(Cl)ccc1[N+](=O)[O-],4%,-2,?,-10%,3%,-4,23%
C=CCn1c(C)cc(C2=NNC(=NCc3ccccc3)SC2)c1C,?,62*,10µM*,-23%,7%,111*,-20%
Fc1ccccc1NC(=S)NCc1ccc(Cl)cc1,2%,0,?,0%,-3%,-1,22%
Cc1nc(SCC(=O)NC2CCS(=O)(=O)C2)c(C#N)c(C)c1C (stereo unspecified),7%,.,8%,-17%,.,.,-11%
O=[N+]([O-])c1ccccc1/C=N\N1CCN(c2ccccc2)CC1,-8%,36*,21%,-1%,4%,61*,37%[activator]
Cc1nc(N2CCN(S(=O)(=O)c3ccc(F)cc3)CC2)c2c(C)c(C)sc2n1,16%,-2,12%,2%,11%,41,.
COc1ccc2cc(CO)c(Cl)nc2c1,-4%,14,-11%,5%,1%,2,1%

# Reprinted from the entries so far, 16 compounds:
SMILES,HCV inh,CHX counter,Pf growth 96h,Tb PYK inh,LmPK inh,Shiga toxin inh,Pf growth 48h
Cc1ccsc1C(=O)OCC(=O)NCc1ccco1,5%,2,62%[activator],-1%,3%,26,42%
COc1cc2c(cc1OC)-c1cc(NC3CCCC3)nc(=O)n1CC2,9%,-1,6%[5.75 µM],-6%,4%,-16,?
COCc1n[nH]c(=S)n1-c1cccc2ccccc12,10%,-2,10%,?,?,20,4%
Cc1nc(-c2cccnc2)sc1C(=O)N/N=C/c1ccccc1Cl,5%,-2,17%,-4%,3%,-23,9%
CC(=O)NCC(=O)N(Cc1ccco1)C1(C(=O)NC2CCCCC2)CCCCC1,-19%&10%,-1,?,-3%,4%,-11,-19%
CCCC[C@@H]1CNCCN1CCc1cccc(F)c1,-17%,.,52%[activator],3%,.,.,?
COc1ccc(CCNS(=O)(=O)c2cn(C)c(=O)n(C)c2=O)cc1OC,7%,-3,18%,-2%,-1%,2,.
CCCCC(=O)Nc1nnc(C)s1,16%,-7,3%,0%,-4%,-2,11%
COc1ccc(NC(=O)CC2SC(N)=NC2=O)c([N+](=O)[O-])c1 (stereo unspecified),5%,0,51%[activator],0%,-1%,19,3%
C/C=C/c1ccc(OCCCNCC(C)O)c(OC)c1 (stereo unspecified),-17%,-3,22%,-6%,2%,13,-16%
C=CCn1c(=S)[nH]c2sc3c(c2c1=O)CCCC3,16%,-1,15%,-21%,5%,.,16%
O=C(CSc1nc2c(c(=O)n1-c1ccc(Br)cc1)SCC2)NCc1ccco1,-18%,2,44%[activator],-6%,6%,3,.
COc1ccc(S(=O)(=O)Nc2ccc(S(=O)(=O)Nc3nc(C)cc(C)n3)cc2)cc1OC,-27%&29%,-2,?,7%,-8%,-5,3%
Cc1ccccc1Cn1nnc(C(=O)Nc2cccc(C)c2C)c1N,-27%,30*,-14%,-2%,0%,30,?
CN(C)C(CNC(=O)c1ccc(C2SCCS2)cc1)c1ccccc1 (stereo unspecified),-21%,35*,13%,-2%,0%,55*,?
COc1ccc(C(O)P(=O)(OCCC(C)C)c2ccc(N(C)C)cc2)cc1 (stereo unspecified),3%,-4,-5%,-4%,0%,-4,?

# More entries follow.
SMILES,HCV inh,CHX counter,Pf growth 96h,Tb PYK inh,LmPK inh,Shiga toxin inh,Pf growth 48h
COc1ccc(NC(=O)C(CC(=O)O)C(C)c2ccccc2)cc1 (stereo unspecified),4%,-5,.,-23%,0%,3,21%
CC(=O)Nc1nnc(Cc2c[nH]c3ccccc23)s1,3%,2,i,-10%,2%,22,-60%
COc1cc(CN2CCCC(CO)(Cc3cccc(Cl)c3)C2)cc2c1OCO2 (stereo unspecified),-24%,-4,78%[activator],-1%,12%,-10,?
COc1ccc(/C=C/C(=O)c2ccc3c(c2)OCO3)cc1OC,4%,.,-2%,5%,.,.,16%
N#Cc1cc(S(=O)(=O)c2ccc(F)cc2)c(N)[nH]c1=O,11%,1,?,-2%,3%,-5,22%[1.15 µM]
Cc1cnc(CNC(=O)c2ccc(OC3CCN(C(=O)C4CC4)CC3)cc2)cn1,6%,-1,?,6%,2%,7,49%
COc1ccc(-c2ccc(SCC(=O)N3CCOCC3)nn2)cc1OC,11%,17,?,-6%,3%,37,.
CCOc1ccc(NC(=O)CN(C)CC(=O)Nc2cccc(Cl)c2C)cc1OCC,-16%,-2,31%,2%,0%,9,?
CCCOCC(O)COc1ccccc1C(=O)N1CCOCC1 (stereo unspecified),11%,1,1%,-4%,6%,15,12%
COc1ccc(/C=N/NC(=O)c2nonc2N)cc1OC,21%,34*,23%,-2%,-10%,80*,17%
O=C(OCn1nnc2ccccc2c1=O)c1cc(-c2ccccc2Cl)nc2ccccc12,7%,0,77%[activator],-6%,3%,-5,18%
COC(=O)c1cc(COC(=O)c2ccc(OC)c(S(=O)(=O)N3CCCC3)c2)oc1C,16µM*,7,-25%,-1%,2%,-4,?
CCc1ccc(-c2ccc(SCC(=O)Nc3nnc(C)s3)nn2)cc1,-13%,21,53%[activator],3%,-1%,80*,145%[activator]
Clc1cc(Cl)c2nc(N3CCOCC3)sc2c1,6%,31*,.,12%,-8%,51*,101%[activator]
Cc1cccc(-c2cc3nc(C)cc(NCCCN(C)C)n3n2)c1,2.5µM*,-2,379%[activator],0%,0%,-12,10µM*
Nc1c(C(=O)CSc2nnc(-c3ccccc3)o2)c(=O)[nH]c(=O)n1C1CC1,14%,.,?,-5%,.,.,-28%
CC(=O)/C=C(\C)Nc1ccccc1O,9%,6,?,-2%,-1%,22,?
COc1ccc(C(=O)N/C(=C\c2cn(C)c3ccccc23)C(=O)NCCCn2ccnc2)cc1,9%,-2,?,-6%,5%,19,?
CCOC(=O)Cc1csc(NC(=O)c2c(O)c3ccccc3n(CCC(C)C)c2=O)n1,10µM*,-2,-18%,4%,3%,-4,?
CC(=O)c1ccc(NC(=O)CSc2nc(=O)n(CCN3CCOCC3)c3c2CCC3)cc1,-2%,.,2%,2%,.,.,-6%
Cc1onc(-c2ccccc2Cl)c1C(=O)Nc1ccc(-n2nncc2-c2ccco2)cc1,?,-4,12%,-5%,0%,-4,?
COc1ccccc1-c1ccc(Nc2cccc(C(C)=O)c2)nn1,7.9µM*,37*,2%,2%,1%,74*,20%
COc1ccc(C(=O)N/C(=C/c2ccco2)C(=O)NCc2ccco2)cc1,8%,-1,6%,1%,-2%,6,4%
COc1ccc(NC(=S)N2CCCC2)cc1OC,10%,-4,25%,12%,-1%,-11,14%
Cc1ccc(Cc2ccc(C(=O)NNC(N)=S)o2)cc1,-20%,-3,?,-7%,2%,22,5%
# The listing continues.
SMILES,HCV inh,CHX counter,Pf growth 96h,Tb PYK inh,LmPK inh,Shiga toxin inh,Pf growth 48h
CC(=O)c1ccc(OCc2ncc(C(F)(F)F)cc2Cl)cc1,1%,36*,66%[activator],-4%,-2%,76*,20%
NS(=O)(=O)c1ccc(NC(=S)NCc2ccco2)cc1,10%,-1,-12%,-13%,2%,14,8%
O=C(CC(c1ccccc1)c1cc(Cl)ccc1O)N1CCCC1 (stereo unspecified),-20%,5,?,0%,2%,57*,?
N#CCOc1ccccc1/C=C/c1nc2ccccc2c(=O)[nH]1,-9%,30*,35%[activator],1%,2%,83*,0%
COc1ccccc1CN1CC(C(=O)N(C)Cc2[nH]c3ccccc3c2C)CCC1=O (stereo unspecified),-22%,18,-18%,-5%,-4%,26,-29%
COc1cc(OC)cc(-c2nc(N)n[nH]2)c1,5%,-2,?,-4%,-6%,-5,26%
CN1C(=O)CC(N2CCN(c3ncccn3)CC2)C1=O (stereo unspecified),14%,-6,-12%,4%,0%,-16,-5%
CC1CCN(CC(=O)N2CCc3ccccc32)CC1,-10%,17*,-21%,0%,8%,25,-2%
CCC(OC(=O)c1cccs1)C(=O)NC1CCCCC1 (stereo unspecified),-6%,-6,2%[5.75 µM],-1%,-2%,-19,10%
O=C(COc1cccc2ccccc12)Nc1ccc(Cl)cc1C(=O)O,10%,5,?,-9%,-1%,6,45%[activator]
CN1C(C(=O)NCC2CC2)CC2Cn3c(nc4cc5ccccc5cc43)C21 (stereo unspecified),13%,7,-17%,3%,0%,-6,-20%
C=CCNC(=O)Cc1c(OC)ccc2cc(Br)ccc12,10µM*,-1,353%[activator][5.75 µM],-3%,0%,-14,33%
Brc1ccccc1-c1nc2c3ccccc3ncn2n1,-24%,.,294%[activator],-2%,.,.,332%[activator]
O=C(NNC(=O)C1CCC1)c1ccccc1F,6%,.,26%,4%,.,.,-11%
CCOC(=O)c1cnc(-n2nc(C)cc2C)nc1NC1CCCCC1,5.6µM*,-4,-1%,2%,1%,-22,1.7µM*
COc1ccccc1C1C2=C(CC(C)(C)CC2=O)N(CC(=O)O)C2=C1C(=O)CC(C)(C)C2,?,2,7%,0%,-1%,1,-12%
